# High-throughput results as filed in PubChem BioAssay.
# Yeast superoxide = caloric restriction mimetics inhibiting age-related superoxide in yeast | S. cerevisiae aged cells, superoxide DHE fluorescence; active compounds read low | superoxide response (% of plate mean), % at 10 µM | 330,000 tested, 0.18% active;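 active = superoxide response under a set limit, about three screen SD below normal, cut at about 65% in these data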;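 also: yeast aged for seven days with compound at 30 °C before DHE staining; 100% = average MFI of all compound-treated wells on the plate with controls excluded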
# Efflux pump inh = blocks antifungal efflux pumps in multiplex yeast assay; S. cerevisiae Candida pump triplex, Nile Red efflux; inhibition, % at 10 µM; 330,000 tested, 0.44% active; AID 485275;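 active = plate passing quality check with inhibition over a set limit, or well fluorescence over plate mean plus 4 SD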;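 also: Nile Red retained in pooled yeast measured as flow cytometry median fluorescence; 0% = buffer negative control and 100% = Enniatin B positive control; higher means more Nile Red kept so more efflux inhibition; some compounds called inactive have numbers as strong as hits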
# AGP1 TOR yeast = yeast TOR pathway AGP1-GFP modulation; S. cerevisiae AGP1-GFP multiplex flow cytometry, 3 h; GFP as percent of DMSO wells; GFP response vs DMSO, % at 10 µM; 320,000 tested, 0.02% active; AID 2066;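 active = GFP response relative to DMSO above a set limit, near screen average plus 3 SD, cut at about 150% in these data; inconclusive = fewer than 70 cells counted for the yeast strain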;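 also: median GFP channel fluorescence of the gated AGP1 strain per well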
# MEP2-GFP yeast = yeast TOR pathway MEP2-GFP modulation; S. cerevisiae MEP2-GFP strain, flow cytometry GFP, 3 h; 100% = DMSO control level; AID 2016; 330,000 tested, 0.51% active; GFP response vs DMSO, % at 10 µM;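 active = GFP response versus DMSO above a set limit, roughly screen mean plus 3 SD, cut at about 180% in these data; inconclusive = fewer than 70 cells counted for a yeast strain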;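 also: median GFP fluorescence of the barcode-gated MEP2-GFP cells per well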
# CIT2-GFP yeast = alters CIT2-GFP fluorescence in TOR pathway yeast screen | 320,000 tested, 0.065% active | AID 2029 | S. cerevisiae CIT2-GFP strain, flow cytometry, 3 h; 100 means same as DMSO wells | GFP response vs DMSO, % at 10 µM;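 active = GFP response relative to DMSO above a set limit, near the screen mean plus 3 SD, cut at about 150% in these data; inconclusive = Fewer than 70 cells measured for a yeast strain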;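 also: ratio of well median GFP fluorescence to mean of DMSO wells on the plate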
# LAP4 TOR yeast = alters LAP4-GFP fluorescence in TOR pathway yeast screen. S. cerevisiae LAP4-GFP multiplex, flow cytometry GFP, 3 h; median GFP as percent of DMSO wells. AID 2023. GFP response vs DMSO, % at 10 µM. 320,000 tested, 0.34% active;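 active = GFP response vs DMSO above a set limit, about the screen mean plus 3 SD, cut at about 150% in these data; inconclusive = under 70 cell events counted for the yeast strain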
# RPL19A TOR yeast = yeast TOR pathway RPL19A-GFP modulation | percent response vs DMSO, % at 10 µM | 330,000 tested, 0.3% active | S. cerevisiae RPL19A-GFP strain, flow cytometry, 3 h; active compounds read low | AID 2025;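 active = percent response vs DMSO below 50%; inconclusive = fewer than 70 events counted for the yeast strain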;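 also: median channel GFP fluorescence of the barcoded RPL19A-GFP strain; ratio of sample median GFP to plate DMSO average so 100% = DMSO; lower means less RPL19A-GFP as with rapamycin TOR inhibition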
# AHR activator = human AHR activation; AHR-responsive luciferase reporter cells, luminescence; 320,000 tested, 2.5% active; activation, % at 5 µM; P35869; AID 2796; in the data active = activation above about 47%;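 also: 0% = vehicle wells and 100% = reference agonist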
# Target sequence (P35869 whole entry, looked up): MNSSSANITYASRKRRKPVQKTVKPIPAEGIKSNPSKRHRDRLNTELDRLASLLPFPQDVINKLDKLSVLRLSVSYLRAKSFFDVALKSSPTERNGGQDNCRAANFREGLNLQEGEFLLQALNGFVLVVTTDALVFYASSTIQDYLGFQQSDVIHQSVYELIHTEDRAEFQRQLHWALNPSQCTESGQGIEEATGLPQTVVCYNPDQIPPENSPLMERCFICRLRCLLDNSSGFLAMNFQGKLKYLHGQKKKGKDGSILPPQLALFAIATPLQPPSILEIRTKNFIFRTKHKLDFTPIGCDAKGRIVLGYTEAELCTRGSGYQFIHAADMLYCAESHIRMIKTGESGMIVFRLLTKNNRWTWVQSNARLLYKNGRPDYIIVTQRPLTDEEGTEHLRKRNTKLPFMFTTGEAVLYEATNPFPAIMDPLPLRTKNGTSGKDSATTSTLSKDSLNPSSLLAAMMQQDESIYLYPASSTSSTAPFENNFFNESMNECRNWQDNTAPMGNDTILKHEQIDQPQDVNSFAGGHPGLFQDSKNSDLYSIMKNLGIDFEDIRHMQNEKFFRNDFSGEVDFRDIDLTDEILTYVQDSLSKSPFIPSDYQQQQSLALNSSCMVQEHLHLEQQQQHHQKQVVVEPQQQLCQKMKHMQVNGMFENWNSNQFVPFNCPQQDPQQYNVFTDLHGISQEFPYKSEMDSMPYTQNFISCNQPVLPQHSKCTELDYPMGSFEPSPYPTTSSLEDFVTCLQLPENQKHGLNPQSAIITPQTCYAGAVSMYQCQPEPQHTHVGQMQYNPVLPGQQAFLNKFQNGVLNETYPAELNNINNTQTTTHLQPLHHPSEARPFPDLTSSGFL
# Starred values were filed as active, the others as inactive; i = inactive; ? = inconclusive; . = not tested or not shown; [ ] = another dose, or the depositor's remark.
# Order of results – Yeast superoxide, Efflux pump inh, AGP1 TOR yeast, MEP2-GFP yeast, CIT2-GFP yeast, LAP4 TOR yeast, RPL19A TOR yeast, AHR activator
1) COc1ccc(-c2nc(N)nc(C(F)(F)F)c2-c2cscn2)c(O)c1
    100, 0.0, 102, 101, 101, 101, 103, 2
2) COc1ccc(N(Cc2cc3ccccc3[nH]c2=O)C(=O)C2CCCO2)cc1 (stereo not drawn)
    98, 0.0, 107, 104, 100, 110, 107, 7
3) O=C(NCC1CCCO1)c1ccc(NS(=O)(=O)c2cccs2)cc1 (stereo not drawn)
    79, 0.2, 101, 100, 92, 103, 97, 5
4) COc1ccc(CN(C)C(=O)c2cc(S(=O)(=O)N3CCCCCC3)ccc2OC)cc1OC
    99, 0.2, 79, 97, 107, 83, 72, 0
5) Cc1ccc(OCCOCCOc2ccc(Br)cc2/C=N\NC(=O)c2ccncc2)cc1
    93, 0.1, 97, 98, 94, 105, 95, 2
6) Cn1c(-c2ccc3c(c2)OCO3)c(C(=O)O)c(=O)c2ccccc21
    103, 0.3, 98, 101, 97, 97, 101, -2
7) CCCSC1=N/C(=C\c2ccsc2)C(=O)S1
    106, 0.4, 98, 101, 96, 87, 99, 1
8) CCS(=O)(=O)c1ncc(Cl)c(C(=O)Nc2ccccc2OC)n1
    89, 0.1, 109, 106, 86, 101, 95, 35
9) CCOC(=O)c1c(NC(NC(C)=O)C(Cl)(Cl)Cl)sc2c1CCCC2 (stereo not drawn)
    106, -5.7, 94, 98, 97, 93, 100, -3
10) CC1(C)Cc2nc3sc4c(N(CCO)CCO)ncnc4c3cc2CO1
    92, -0.1, 93, 95, 100, 100, 95, 23
11) CCN1C(=O)[C@@H]2[C@@H](c3ccc(-c4ccc(F)cc4)c(OC)c3)N3CCC[C@@]3(C(=O)OC)[C@@H]2C1=O
    80, -0.4, 99, 95, 104, 92, 98, -1
12) CCCCn1c(SCC(=O)Nc2ccc3c(c2)OCCO3)nnc1C(CC)N(C)C (stereo not drawn)
    90, 0.0, 102, 101, 97, 97, 99, 0
13) Cc1ccc(C(=O)Nn2cnnc2)cc1
    106, 0.0, 92, 93, 100, 90, 99, 0
14) CC(NC(=O)CS(=O)(=O)c1ccccc1)c1ccccc1 (stereo not drawn)
    86, -1.8, 102, 95, 102, 99, 96, -2
15) Cc1c(NC(=O)CS(=O)(=O)c2ccccc2)c(=O)n(-c2ccccc2)n1C
    86, 0.0, 31, 110, 92, 103, 85, 2

# 4 entries from above in another layout.
cpd | canonical_smiles | Yeast superoxide | Efflux pump inh | AGP1 TOR yeast | MEP2-GFP yeast | CIT2-GFP yeast | LAP4 TOR yeast | RPL19A TOR yeast | AHR activator
12 | CCCCn1c(SCC(=O)Nc2ccc3c(c2)OCCO3)nnc1C(CC)N(C)C (stereo not drawn) | 90 | 0.0 | 102 | 101 | 97 | 97 | 99 | 0
14 | CC(NC(=O)CS(=O)(=O)c1ccccc1)c1ccccc1 (stereo not drawn) | 86 | -1.8 | 102 | 95 | 102 | 99 | 96 | -2
9 | CCOC(=O)c1c(NC(NC(C)=O)C(Cl)(Cl)Cl)sc2c1CCCC2 (stereo not drawn) | 106 | -5.7 | 94 | 98 | 97 | 93 | 100 | -3
6 | Cn1c(-c2ccc3c(c2)OCO3)c(C(=O)O)c(=O)c2ccccc21 | 103 | 0.3 | 98 | 101 | 97 | 97 | 101 | -2

# Carrying on.
# Order of results – Yeast superoxide, Efflux pump inh, AGP1 TOR yeast, MEP2-GFP yeast, CIT2-GFP yeast, LAP4 TOR yeast, RPL19A TOR yeast, AHR activator
16) COCCN1CCn2c(nc3cc(NC(=O)Cn4nc(C)c5ccccc5c4=O)ccc32)C1
    91, 0.1, 104, 91, 95, 104, 93, 1
17) O=C(Cn1nnc(-c2ccccc2)n1)NCc1ccccc1
    113, 0.0, 101, 104, 92, 96, 94, -2
18) COc1ccc(-n2c(Cc3cccn3C)nnc2SCC(=O)Nc2cc(Cl)ccc2OC)cc1
    95, 0.2, 105, 95, 102, 97, 98, 2
19) COCC(C)n1c(C)cc(C(=O)CSc2nnc(Nc3ccccc3F)s2)c1C (stereo not drawn)
    93, 0.0, 106, 107, 101, 105, 98, 1
20) CSc1c(CN2CCN(C)CC2)c2ccccc2n1C
    104, 0.1, 106, 103, 99, 108, 96, 7
21) CC1=C(C(=O)Nc2ccc(C(=O)N3CCN(c4ccccc4F)CC3)cc2)SCCO1
    130, -0.1, 102, 105, 101, 100, 101, -3
22) Cc1cc(C)cc(NC(=O)N2CCCN(Cc3c(F)cccc3Cl)CC2)c1
    116, 0.2, 103, 99, 96, 106, 96, -6
23) c1ccc(Cn2c(CNc3nc4ccccc4n3CCN3CCCCC3)nc3ccccc32)cc1
    109, 0.1, ., 240*[may fluoresce violet], ?, 89[may fluoresce violet], 51[may fluoresce violet], 2
24) CN(Cc1ccc(Cl)s1)C(=O)CSc1nnc(C2CC2)n1C1CC1
    114, 0.2, 97, 92, 87, 98, 97, 1
25) O=C(OCc1cn(-c2ccc(Cl)cc2)nn1)c1ccccc1
    98, 0.0, 93, 96, 89, 110, 96, -1
26) COCCCN(CC(=O)Nc1ccc(N2CCOCC2)cc1)S(=O)(=O)c1ccc(C)cc1
    95, 0.1, 102, 96, 97, 97, 100, 1
27) C=CCNCCOc1cccc(Br)c1
    86, -0.5, 101, 103, 109, 99, 104, 3
28) CN(C)S(=O)(=O)c1ccc(NC(=O)COC(=O)C2CC3CCCC(C2)C3=O)cc1 (stereo not drawn)
    104, -0.1, 105, 99, 99, 98, 100, 2
29) CCOc1cccc(N2C(=O)CC(NNC(=O)c3ccc(Br)o3)C2=O)c1 (stereo not drawn)
    113, 0.0, 107, 98, 107, 106, 103, 17
30) CC(C(=O)O)n1ncc2ccccc2c1=O (stereo not drawn)
    105, -0.1, 99, 106, 102, 103, 106, -4
31) Cc1ccoc1C(=O)N1CCN(C(=O)c2occc2C)CC1
    102, 0.4, 93, 104, 104, 95, 105, 0
32) O=C(CCn1ccc2ccccc21)Nc1ccc(N2CCOCC2)cc1
    95, 0.1, 106, 106, 93, 107, 104, 2
33) O=C(CSc1nc2ccc(Cl)cc2o1)NCc1ccc2c(c1)OCO2
    103, -0.1, 101, 98, 95, 95, 98, 7
34) CC(C)Cn1[nH]c2c3c(ccc2c1=O)C(=O)c1ccccc1C3=O
    134, -0.1, 105, 111, 111, 119, 106, 8
35) COc1cc(-n2c(N)c(C(=O)NCc3ccco3)c3nc4ccccc4nc32)cc(OC)c1OC
    94, 0.1, 100, 104, 103, 94, 103, 8
36) COc1ccc(N2CCN(S(=O)(=O)CCNC(=O)C3CCCCC3)CC2)cc1
    101, 0.0, 96, 95, 98, 90, 96, 1
37) COc1c(N2CCN(C(=S)NC3CC4CCC3C4)C(C)C2)c(F)cc2c(=O)c(C(=O)O)cn(C3CC3)c12 (stereo not drawn)
    i, 0.1, 113, 97, 112, 110, 100, -1
38) O=C(CCCN1C(=O)CCC1=O)Nc1cccc(C(F)(F)F)c1
    96, -0.1, 106, 107, 113, 98, 101, 9
39) CCC(=O)N1CCc2cc(S(=O)(=O)CCC(=O)N3CCCC(C)C3)ccc21 (stereo not drawn)
    105, 0.0, 91, 96, 91, 87, 94, -1
40) COc1cc2cnc(-c3ccccc3)c(-c3cccc(C(F)(F)F)c3)c2cc1OC
    104, 0.2, 99, 98, 108, 86, 104, 2
41) O=c1[nH]c(Cc2ccc(Cl)cc2)nc2ccccc12
    94, -0.1, 106, 109, 107, 100, 106, 8
42) Nc1cccc(Nc2ncnc3ccccc23)c1
    94, 0.1, 100, 118, 107, 96, 106, 152*
43) Oc1c(CN2CCCCC2)cc(COCc2ccccc2)c2cccnc12
    100, -0.1, 98, 103, 98, 96, 97, -4
44) CCN(CC)CCCNc1nc2ccccc2c2nc(-c3ccncc3)nn12
    95, -0.1, 103, 100, 93, 110, 93, 5
45) O=C(NCCc1ccccc1)C1CC(=O)N(C2CCCCCC2)C1 (stereo not drawn)
    84, 0.0, 98, 100, 94, 93, 97, -1

# Reprinted at random: 3 entries already listed, in no set order.
# Order of results – Yeast superoxide, Efflux pump inh, AGP1 TOR yeast, MEP2-GFP yeast, CIT2-GFP yeast, LAP4 TOR yeast, RPL19A TOR yeast, AHR activator
4) COc1ccc(CN(C)C(=O)c2cc(S(=O)(=O)N3CCCCCC3)ccc2OC)cc1OC
    99, 0.2, 79, 97, 107, 83, 72, 0
18) COc1ccc(-n2c(Cc3cccn3C)nnc2SCC(=O)Nc2cc(Cl)ccc2OC)cc1
    95, 0.2, 105, 95, 102, 97, 98, 2
14) CC(NC(=O)CS(=O)(=O)c1ccccc1)c1ccccc1 (stereo not drawn)
    86, -1.8, 102, 95, 102, 99, 96, -2

# The list goes on.
# Order of results – Yeast superoxide, Efflux pump inh, AGP1 TOR yeast, MEP2-GFP yeast, CIT2-GFP yeast, LAP4 TOR yeast, RPL19A TOR yeast, AHR activator
46) O=P(CCC(F)(F)F)(CCC(F)(F)F)CCC(F)(F)F
    105, -0.2, 107, 114, 116, 103, 107, 4
47) CCOC(=O)c1nccnc1C(=O)Nc1cccc(C(F)(F)F)c1
    96, 0.1, 95, 96, 93, 96, 93, -1
48) COc1ccc(NS(=O)(=O)c2cccc(C(=O)N/N=C/c3cccs3)c2)cc1
    84, -0.2, 103, 100, 101, 95, 101, 9
49) NC(=O)C1CCN(CC(=O)Nc2cc(S(=O)(=O)N3CCOCC3)ccc2N2CCCC2)CC1
    99, 0.0, 92, 89, 95, 86, 91, -1
50) CCC1(CC)Cc2ccccc2-c2nc(CN(C)C)[nH]c(=O)c21
    101, -0.1, 100, 101, 102, 91, 102, 1
51) Cc1cc(N(CCO)CCO)ccc1C(c1ccc(N(CCO)CCO)cc1C)c1ccccc1Cl
    97, -0.4, 111, 108, 99, 102, 102, -1
52) CCNC(=O)CSc1nc2cc([N+](=O)[O-])ccc2n1-c1cccc(C(F)(F)F)c1
    94, -0.1, 98, 99, 98, 94, 102, 5
53) CN(C)N1C(N)=C(C#N)C(c2ccccc2F)C2=C1CC(C)(C)CC2=O (stereo not drawn)
    96, 0.1, 84, 85, 91, 94, 92, -1
54) CN(C)c1ccc(C(CNC(=O)c2ccccc2F)c2c[nH]c3ccccc23)cc1 (stereo not drawn)
    90, 0.2, 98, 101, 104, 88, 104, 30
55) Cc1ccccc1OCC(=O)NNC(=O)CCc1ccccc1
    91, -0.1, 100, 93, 98, 101, 96, -1
56) CC(=O)Nc1ccc(NC(=O)CSc2ncc(C(=O)Nc3ccc(F)cc3)c(=O)n2C)cc1
    100, -0.1, 111, 106, 109, 103, 100, 98*

# One compound at a time (already shown). Values in the order: Yeast superoxide | Efflux pump inh | AGP1 TOR yeast | MEP2-GFP yeast | CIT2-GFP yeast | LAP4 TOR yeast | RPL19A TOR yeast | AHR activator
# Entry for `CC(=O)Nc1ccc(NC(=O)CSc2ncc(C(=O)Nc3ccc(F)cc3)c(=O)n2C)cc1` = 100 | -0.1 | 111 | 106 | 109 | 103 | 100 | 98*
# Entry for `NC(=O)C1CCN(CC(=O)Nc2cc(S(=O)(=O)N3CCOCC3)ccc2N2CCCC2)CC1` = 99 | 0.0 | 92 | 89 | 95 | 86 | 91 | -1
# Entry for `CCC1(CC)Cc2ccccc2-c2nc(CN(C)C)[nH]c(=O)c21` = 101 | -0.1 | 100 | 101 | 102 | 91 | 102 | 1
# Entry for `CCOC(=O)c1nccnc1C(=O)Nc1cccc(C(F)(F)F)c1` = 96 | 0.1 | 95 | 96 | 93 | 96 | 93 | -1
# Entry for `Cc1cc(N(CCO)CCO)ccc1C(c1ccc(N(CCO)CCO)cc1C)c1ccccc1Cl` = 97 | -0.4 | 111 | 108 | 99 | 102 | 102 | -1
